RAD52 inh – inhibitors of human RAD52 DNA annealing; P43351; recombinant RAD52 DNA annealing, FRET fluorescence; inhibition, % at 18.7 µM; 360,000 compounds, 0.46% hits;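 active = every replicate showing at least 50% inhibition; inconclusive = mean inhibition at least 50% but not in every replicate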
XiGFP reactiv – X-chromosome reactivation activator; activation, % at 7.58 µM; XiGFP mouse fibroblasts, % GFP-positive cells imaging, 3 d; cells co-treated with 5-aza-dC sensitizer; scaled so ellipticine positive control = 100%; 360,000 compounds, 0.055% hits;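 active = mean normalized replicate activation at least 10% and every replicate at or above 10%; inconclusive = only one of the two criteria met; inactive = mean below 10% and not all replicates reach 10%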;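 note: 0% = median of on-plate neutral control wells and 100% = ellipticine 6 µM median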
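System: 68-5-11 XiGFP fibroblast line | Buffer or medium: DMEM containing 5-aza-dC | Compound: Single point | Times: Compounds 3 days, fix/stain 15 min at room temperature | Benchmarks: Positive control ellipticine, 6 µM final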
F508del corr – CFTR F508del correction in bronchial cells. CFBE cells, YFP halide quenching; stimulated with forskolin plus potentiator P3; % fluorescence drop versus neutral controls. activity (quench increase), % at 7.58 µM. 350,000 compounds, 0.36% hits. AID 720511;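 active = mean added fluorescence quench of at least 8% versus neutral control, with both replicates also reaching 8%; inconclusive = only one of the mean or replicate conditions met; inactive = mean below 8% and not both replicates reaching 8%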;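 note: cells transiently co-express mutant CFTR-F508del with the halide-sensitive YFP; corrector assay measuring rescue of mutant channel to the surface after 24 h compound exposure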
CASP6 VEID inh – inhibitors of human caspase-6; P55212; AID 686996; purified caspase-6, Z-VEID-R110 cleavage fluorescence; inhibition, % at 12.5 µM; 350,000 compounds, 0.53% hits;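 active = mean inhibition across replicates at least about 35%, with every replicate also reaching that limit, limit read from the data; inconclusive = only one of the two criteria met; inactive = neither criterion met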;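 note: 0% = median of neutral control wells and 100% = no fluorescence left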
Target sequence (P55212 24-179 limits assumed): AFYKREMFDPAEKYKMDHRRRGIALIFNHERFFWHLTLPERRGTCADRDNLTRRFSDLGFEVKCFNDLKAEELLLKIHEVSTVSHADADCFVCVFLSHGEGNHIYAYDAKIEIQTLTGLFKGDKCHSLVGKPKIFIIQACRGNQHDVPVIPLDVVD
Target sequence (P55212 194-293 limits assumed): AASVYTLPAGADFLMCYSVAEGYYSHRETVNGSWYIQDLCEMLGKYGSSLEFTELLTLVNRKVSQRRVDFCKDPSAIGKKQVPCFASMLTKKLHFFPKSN
RAD54 inh – RAD54 (human) branch migration inhibition | inhibition, % at 10.4 µM | Q92698 | RAD54 Holliday junction branch migration, FAM/BHQ fluorescence | 360,000 compounds, 0.14% hits;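 active = mean normalized replicate activity at least 40 and at least half of replicates scoring 40 or more; inconclusive = only one of the two criteria met; inactive = mean below 40 and under half of replicates reaching 40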;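 note: 0% = median of neutral control wells and 100% = median of positive control wells; inhibitors cause a drop in the FAM fluorescence signal; in these data hits start at about 50%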
Target sequence (Q92698 whole entry, looked up): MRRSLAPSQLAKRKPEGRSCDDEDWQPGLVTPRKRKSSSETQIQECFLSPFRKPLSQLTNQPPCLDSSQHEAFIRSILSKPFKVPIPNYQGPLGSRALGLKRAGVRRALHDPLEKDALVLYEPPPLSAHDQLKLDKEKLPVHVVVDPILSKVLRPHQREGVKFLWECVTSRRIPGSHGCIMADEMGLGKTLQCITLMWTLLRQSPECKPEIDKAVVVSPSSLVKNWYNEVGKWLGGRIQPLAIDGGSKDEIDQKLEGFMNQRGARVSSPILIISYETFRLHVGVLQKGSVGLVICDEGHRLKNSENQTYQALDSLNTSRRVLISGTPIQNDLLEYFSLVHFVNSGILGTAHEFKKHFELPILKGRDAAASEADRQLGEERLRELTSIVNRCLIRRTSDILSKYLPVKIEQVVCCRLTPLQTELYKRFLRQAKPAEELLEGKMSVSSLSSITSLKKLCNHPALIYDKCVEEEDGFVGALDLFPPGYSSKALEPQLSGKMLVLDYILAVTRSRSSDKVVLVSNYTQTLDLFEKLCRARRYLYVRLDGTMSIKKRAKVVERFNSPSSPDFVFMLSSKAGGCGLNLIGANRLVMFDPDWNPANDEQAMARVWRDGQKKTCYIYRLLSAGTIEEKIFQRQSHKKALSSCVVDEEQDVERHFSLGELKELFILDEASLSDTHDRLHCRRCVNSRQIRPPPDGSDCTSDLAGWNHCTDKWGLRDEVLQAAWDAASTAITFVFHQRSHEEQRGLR
GSIS activator – primary screen for activators of insulin secretion dependent on glucose, INS-1E cells, GLuc reporter luminescence. INS-1E GLuc reporter insulin secretion, 2-3 h. activation, % at 16.6 µM. 370,000 compounds, 0.61% hits;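 active = lowest replicate activation of at least 40%, so every replicate reaches that level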;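 note: 0% = median of neutral control wells and 100% = median of IBMX positive control wells; some compounds called inactive have numbers as strong as hits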
E-sel inducer – induces E-selectin expression in human endothelial cells | activation, % at 7.58 µM | HUVEC E-selectin immunofluorescence imaging; normalized: neutral wells 0, TNF-alpha wells 100 | 260,000 compounds, 0.37% hits | P16581;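 active = mean E-selectin-positive cell signal at least 10% of the positive control, reached in at least 60% of replicates, without over 20% cell loss; inconclusive = no rule given, readout overlaps actives, possibly toxicity-flagged; inactive = the rest, including those meeting only one limit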;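 note: in these data hits start at about 27%; measured in HUVEC primary endothelial cells; signal is the percent of cells scored E-selectin positive by PE staining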
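Read-out basis: % PE-positive cells; Test system: HUVEC primary endothelial cells; Technique: immunofluorescence imaging; Dosing: single-point compound dose.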
DENV2 CPE – protects cells from dengue virus 2 cytopathic effect; DENV2-infected cells, cytopathic effect rescue, plate reader; CPE inhibition, % at 9.99 µM; 350,000 compounds, 1.7% hits; AID 651640; in the data active = CPE inhibition above about 20%, passing the limit was not always enough; inconclusive = no clear call, values can overlap the other calls; tested in BHK-21 cells;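 note: 0% = median of neutral control wells and 100% = median of positive control wells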
Active calls of the source: *; ? = inconclusive; nt = no result given.

SMILES	RAD52 inh	XiGFP reactiv	F508del corr	CASP6 VEID inh	RAD54 inh	GSIS activator	E-sel inducer	DENV2 CPE
O=C(C[C@@H]1CC[C@H](NC(=O)C2CCOCC2)[C@H](CO)O1)NCc1ccccc1Cl	18	-0.1	0.5	2	2	6	0.7	3
Cc1ccc(S(=O)(=O)N2CCN(C(=O)Cn3nc(C)c([N+](=O)[O-])c3C)CC2)c(C)c1	-2	0.0	2.5	5	3	-19	1.1	3
CCc1c(Cc2cccc(F)c2)ncn1CCc1ccccc1OC	2	0.0	-3.0	-2	nt	22	-0.1	0
O=C(COC(=O)COc1ccc(Cl)cc1)Nc1ncc(Br)s1	-15	0.0	-0.8	-5	-5	7	-0.1	-10
COc1ccc(OC)c(-c2csc(NC(=O)C3c4ccccc4Oc4ccccc43)n2)c1	nt	0.0	nt	nt	3	-22	0.2	nt
c1cnc2ncc3sccc3c2c1	-9	0.3	1.2	-2	nt	17	nt	-7
OC(c1ccc(F)c(F)c1)c1nc(-c2ccc3c(c2)OCO3)cs1 (stereo not drawn)	-4	-0.1	0.9	2	2	-16	0.4	8
CCCNC(=O)N1[C@H](CO)[C@H](c2ccc(-c3cccc(OC)c3)cc2)[C@@H]1C#N	-48	0.1	-1.0	0	-6	-12	0.0	-24
COc1ccc(Nc2cc(C)nc(NCc3ccccc3)n2)cc1	13	0.0	2.4	-1	7	nt	0.8	-22
COc1cc(-c2[nH]ncc2CN(C)Cc2cc(C)[nH]n2)cc(OC)c1OC	-15	0.0	-3.3	-7	nt	5	-0.5	4
CC1CCCC(C)N1/N=C/c1ccccc1F (stereo not drawn)	-11	0.1	-0.7	-5	7	10	0.0	3
CC(C)CN1CCN(CC#Cc2ccccc2)CC1CCO (stereo not drawn)	-10	0.0	-3.1	-3	nt	-24	4.3	6

Exported as a markdown table: three of the compounds above.
| Molecule | RAD52 inh | XiGFP reactiv | F508del corr | CASP6 VEID inh | RAD54 inh | GSIS activator | E-sel inducer | DENV2 CPE |
| --- | --- | --- | --- | --- | --- | --- | --- | --- |
| CCc1c(Cc2cccc(F)c2)ncn1CCc1ccccc1OC | 2 | 0.0 | -3.0 | -2 | nt | 22 | -0.1 | 0 |
| O=C(COC(=O)COc1ccc(Cl)cc1)Nc1ncc(Br)s1 | -15 | 0.0 | -0.8 | -5 | -5 | 7 | -0.1 | -10 |
| COc1ccc(OC)c(-c2csc(NC(=O)C3c4ccccc4Oc4ccccc43)n2)c1 | nt | 0.0 | nt | nt | 3 | -22 | 0.2 | nt |

Next compounds follow:
SMILES	RAD52 inh	XiGFP reactiv	F508del corr	CASP6 VEID inh	RAD54 inh	GSIS activator	E-sel inducer	DENV2 CPE
Cc1ccc(S(=O)(=O)N2CCN(S(=O)(=O)c3ccccc3Br)C2=O)cc1	-6	0.0	1.0	1	-2	-1	0.4	7
CCSC1=N/C(=C/c2ccsc2)C(=O)N1c1ccccc1	-6	0.3	-1.1	0	nt	10	nt	-1
O=C(Nc1cccc(Cl)c1)N[C@H]1CC[C@@H](CCNC(=O)C2CC2)O[C@H]1CO	4	-0.2	-1.0	0	0	1	-0.6	9
CCC(=O)N1c2ccccc2-c2nnc(SC)nc2OC1c1ccc(N(C)C)cc1 (stereo not drawn)	-24	0.5	-3.3	-1	-2	5	-0.1	12
N#CC1=C(N)OC2=C(CC/C2=C\c2ccccc2Cl)C1c1ccccc1Cl (stereo not drawn)	-34	0.0	0.9	3	nt	5	nt	5
COc1ccc(CN(C)C[C@H]2OCCCC[C@H](C)Oc3ccc(N(C)C)cc3C(=O)N([C@H](C)CO)C[C@@H]2C)cc1	-15	-1.1	6.1	-3	2	2	1.0	?
COc1cccc(-c2ccc(=O)n(CC(=O)Nc3cc4c(cc3NC(C)=O)OCCO4)n2)c1	-4	nt	-1.3	5	nt	nt	nt	-5
COc1ccc(CC(=O)Nc2nnc(CC(C)C)s2)cc1S(=O)(=O)N1CCOCC1	-5	-0.1	0.3	6	7	11	2.7	-4
C=CCNC(=O)c1ccc([N+](=O)[O-])c(Cl)c1	-5	0.3	-1.0	-5	nt	-2	nt	4
CC(C)C(=O)N1CCN(c2ccc(NC(=O)c3cccs3)cc2Cl)CC1	8	0.0	-1.6	1	nt	-6	nt	-2
Cc1ccc(CNCC(O)(c2ccccc2)c2ccc(Cl)cc2)cc1 (stereo not drawn)	7	0.1	2.4	3	-11	-7	0.1	nt
Cc1cccc(CCN(CC(=O)NCc2ccc(F)cc2)C(=O)c2csnn2)c1	-17	0.2	3.1	-1	-6	-21	nt	?
Cc1ccc(C)c(NC(=O)c2ccccc2NC(=O)C2CCCO2)c1 (stereo not drawn)	-8	0.4	-1.1	4	nt	14	nt	10
O=C(COC(=O)c1cc(S(=O)(=O)N2CCOCC2)c(Cl)cc1Cl)c1ccc[nH]1	-24	-0.1	1.2	6	6	4	-1.1	-1
Cc1ccccc1NC(=O)N1CCC(NC(=O)C2CCCCC2)CC1	-4	0.2	0.6	0	16	7	0.0	-3
CCCn1c(SCC(=O)N2CCCC(C)C2)nnc1-c1ccccn1 (stereo not drawn)	-4	0.0	-1.2	-4	nt	nt	nt	-2
CO[C@@H]1CN(C)C(=O)c2ccc(NS(=O)(=O)c3ccc(F)cc3)cc2OC[C@H](C)NC[C@@H]1C	-6	0.4	-3.6	5	2	9	0.0	-4
Cc1ccc(OCC(=O)NNC(=O)C2CCN(c3nc(C)cc(C)n3)CC2)cc1	-9	nt	nt	-3	3	18	nt	-13
CC(C)c1ccc(NC(=S)Nc2cccc3ccccc23)cc1	-17	0.4	0.5	-1	-11	0	nt	-17
Fc1ccccc1NC(=S)Nc1ccc(CN2CCOCC2)cc1	-12	0.0	-2.7	-2	nt	4	0.0	1
CC(C)NC(=O)N(C)C[C@@H]1Oc2cc(C#CC(C)(C)O)ccc2S(=O)(=O)N([C@H](C)CO)C[C@H]1C	-2	1.4	1.5	0	7	10	-0.1	5
Cc1nc(CN(C)C(=O)CC2C(=O)NCCN2Cc2ccc(F)cc2)cs1 (stereo not drawn)	-22	-0.1	-1.9	-1	-6	3	-0.6	8
CC(OC(=O)c1ccc2c(c1)OCCO2)C(=O)c1ccccc1 (stereo not drawn)	-12	0.0	-3.3	3	nt	-2	0.8	8
COc1cccc(C(=O)NCCS(=O)(=O)NCc2cccs2)c1	-3	0.4	-0.4	1	nt	4	-1.0	9
C[C@H](CO)N1C[C@H](C)[C@@H](CN(C)C)OCCCC[C@H](C)Oc2ccc(NC(=O)C3CCCCC3)cc2C1=O	-13	0.0	-0.6	-1	3	25	0.0	3
CCc1ccc(OCc2cccc(C(=O)N/N=C\c3cnn(C)c3C)c2)cc1	-15	0.0	-0.2	5	7	-1	-0.3	-4
COc1cc(Br)c(CC2c3cc(OC)c(OC)cc3CCN2C)cc1OC (stereo not drawn)	-10	0.1	0.5	13	nt	-3	0.0	?
Cc1occc1C(=O)NCc1nc(-c2ccc(Cl)cc2)no1	-12	0.0	-1.5	-2	-5	-28	0.0	-1
Cc1cc(C(=O)Nc2sccc2C(N)=O)c(C)o1	-70	0.1	0.2	9	nt	-14	0.0	4
C[C@H]1CN([C@@H](C)CO)C(=O)c2ccccc2-c2ccccc2CO[C@@H]1CN(C)Cc1cccc(C(F)(F)F)c1	20	-0.3	-3.3	0	nt	56*	-1.6	-32
Cc1cc(C)cc(OCCN2CCOCC2)c1	-6	0.3	-1.3	2	0	-1	nt	-1
C[C@H](CO)N1C[C@H](C)[C@@H](CN(C)C(=O)CN(C)C)Oc2cc(-c3ccc(C#N)cc3)ccc2S1(=O)=O	21	0.5	-0.5	1	4	27	-0.6	-3
COc1ccccc1CNC(=O)C1CCC(CNS(=O)(=O)c2ccc(F)cc2)CC1 (stereo not drawn)	-20	0.0	-2.5	nt	-7	-8	-0.1	3
Cc1cccc(C(=O)OC(C)C(=O)N2CCN(Cc3ccccc3)CC2)c1 (stereo not drawn)	1	0.4	2.9	1	-2	-7	-0.1	6
CCOc1cc(CNCCCN2CCOCC2)ccc1OCC(=O)NC(C)(C)C	-12	0.1	-0.8	-11	-8	14	nt	-13
CN1C(=O)c2cc(NC(=O)C3CCOCC3)ccc2OC[C@@H]2O[C@@H](CC(=O)NCC3CCCCC3)CC[C@H]21	-2	0.1	nt	1	-4	14	-0.1	3
CC(=O)c1ccc(N2CCN(C(=O)Cc3cccs3)CC2)cc1	-1	0.0	0.0	0	8	nt	-0.1	9
N/C(=N\OC(=O)c1cccs1)c1cccc(Br)c1	-13	0.0	-0.7	0	1	6	nt	16
COc1ccc(-n2nc(C(=O)NCC(=O)NCCCN3CC(C)CC(C)C3)c3ccccc3c2=O)cc1Cl (stereo not drawn)	-9	0.0	0.1	-16	10	0	-0.2	-2
Cc1nnc(SCC(=O)c2ccc(Cl)cc2)n(N)c1=O	-4	0.0	-2.0	6	nt	2	3.6	nt
CN1CCC(=C2c3ccccc3C(O)c3ccccc32)CC1 (stereo not drawn)	-13	0.1	-2.3	1	4	-2	0.0	-3
COc1ccc(S(=O)(=O)Nc2ccc3c(c2)CC(=O)N([C@H](C)CO)C[C@@H](C)[C@H](CN(C)S(=O)(=O)c2ccc(F)cc2)O3)cc1	nt	-0.1	-1.7	nt	3	3	-15	43*
COc1ccccc1C(=O)NCC(=O)Nc1ccc2c(c1)CCC2	-2	0.3	-1.6	1	-14	-4	3.3	-10
CC(=O)Nc1cccc(C(=O)Nc2cccnc2)c1	0	-0.1	1.4	-11	3	0	3.8	-9
CCCCCn1nc(C(=O)N2CCc3ccccc32)c2ccccc2c1=O	-16	0.0	1.9	2	-10	-31	?	?
Clc1ccc(CNc2ccc(N3CCN(Cc4ccccc4)CC3)cc2)cc1	-1	0.0	0.1	-2	4	nt	-0.2	4
COc1ccc2cc(C(C)C(=O)OC(C)C)ccc2c1 (stereo not drawn)	-12	0.0	-2.1	1	-4	5	-0.4	nt
CO[C@@H]1CN(C)C(=O)c2cc(NC(=O)c3nc4ccccc4s3)ccc2OC[C@H](C)NC[C@H]1C	7	0.0	-2.3	-1	14	19	0.0	24*
CCOC(=O)CSc1nc2ccc(C)cc2n2cnnc12	-4	0.4	-4.1	0	2	14	nt	0
C[C@@H]1CN([C@H](C)CO)C(=O)c2cccc(NC(=O)Nc3ccc(C(F)(F)F)cc3)c2O[C@H]1CN(C)C(=O)Nc1ccc(C(F)(F)F)cc1	-3	-0.1	2.0	-3	0	-5	0.0	?
C[N+]1(CC(O)COCC2COc3ccccc3O2)CCOCC1 (stereo not drawn)	-15	0.0	-1.4	-3	nt	4	nt	-6
Cc1c(OCC(=O)NCC2CCC(C(=O)NCCCO)CC2)ccc2c(-c3ccccc3)cc(=O)oc12 (stereo not drawn)	-7	0.1	-1.2	0	nt	12	nt	2
CN(C)C(=O)[C@@H]1[C@@H](CO)[C@@H]2Cn3c(cccc3=O)[C@H]1N2CC1CCOCC1	6	0.1	-2.2	1	9	0	0.7	-8
COc1ccc(CN(C)C[C@@H]2Oc3ccc(NC(=O)CCN4CCOCC4)cc3CC(=O)N([C@@H](C)CO)C[C@H]2C)cc1	-12	0.0	-0.9	2	9	13	-3.3	1
C[C@@H]1CCCCO[C@@H](CN(C)C(=O)c2ccncc2)[C@@H](C)CN([C@H](C)CO)C(=O)c2cc(NS(=O)(=O)c3cccs3)ccc2O1	-5	-0.1	2.0	0	-1	8	0.0	-8

Bioassay records as filed in PubChem BioAssay.
